OX1R antag = antagonists of human orexin 1 receptor (OX1R) | O43613 | OX1R-expressing cells, FRET antagonist read-out | inhibition, % at 6.6 µM | 1.8% of 330,000 active; in the data active = inhibition mostly above about 38%, no sharp cut-off; inactive = mostly below about 40%;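 note: 0% = agonist challenge alone and 100% = reference antagonist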
Target sequence (O43613 whole entry, looked up): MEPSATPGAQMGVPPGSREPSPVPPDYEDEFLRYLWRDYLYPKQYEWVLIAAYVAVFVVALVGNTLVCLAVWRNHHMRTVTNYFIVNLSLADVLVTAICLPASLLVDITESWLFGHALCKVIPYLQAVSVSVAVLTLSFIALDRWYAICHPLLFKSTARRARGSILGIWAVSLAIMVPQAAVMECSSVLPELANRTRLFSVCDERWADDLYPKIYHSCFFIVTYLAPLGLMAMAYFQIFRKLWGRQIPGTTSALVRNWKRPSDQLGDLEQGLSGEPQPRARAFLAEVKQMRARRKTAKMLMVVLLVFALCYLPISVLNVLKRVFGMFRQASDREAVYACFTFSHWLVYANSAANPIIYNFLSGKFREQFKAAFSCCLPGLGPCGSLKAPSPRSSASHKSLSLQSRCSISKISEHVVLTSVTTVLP
STK33 kinase inh = blocks human STK33 kinase activity. 0.073% of 320,000 active. inhibition, % at 10 µM. purified STK33, MBP phosphorylation, ADP-Glo luminescence. AID 2661;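 active = inhibition at or above 25%, using the most active replicate where run in duplicate; inactive = inhibition below 25%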
Target sequence (Q9BYT3 whole entry, looked up): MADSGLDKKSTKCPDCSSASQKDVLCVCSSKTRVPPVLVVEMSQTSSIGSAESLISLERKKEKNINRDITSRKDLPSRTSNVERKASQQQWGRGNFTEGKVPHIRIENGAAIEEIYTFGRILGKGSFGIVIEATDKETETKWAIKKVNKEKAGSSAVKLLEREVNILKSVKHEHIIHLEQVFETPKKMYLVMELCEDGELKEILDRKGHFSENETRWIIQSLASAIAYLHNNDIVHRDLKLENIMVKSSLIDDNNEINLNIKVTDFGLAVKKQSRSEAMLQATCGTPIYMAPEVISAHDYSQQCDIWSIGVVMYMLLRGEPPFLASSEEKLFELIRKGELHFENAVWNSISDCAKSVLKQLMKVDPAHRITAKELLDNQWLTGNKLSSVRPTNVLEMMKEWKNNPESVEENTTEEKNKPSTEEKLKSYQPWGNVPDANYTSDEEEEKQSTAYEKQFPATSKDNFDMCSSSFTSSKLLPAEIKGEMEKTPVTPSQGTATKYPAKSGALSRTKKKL
An asterisk follows results filed as active; x = no result given.

SMILES | OX1R antag | STK33 kinase inh
CCOC(=O)CCc1c(C)nc(SCCCn2c(=O)[nH]c3ccccc32)c(C#N)c1C | 11.0 | -1.4
CC(=O)C1=C(C)NC(=O)NC1c1ccc(OC2CCCC2)cc1 (configuration not stated) | 7.6 | -0.8
CN(C)S(=O)(=O)c1cccc(NC(=O)CSc2cccc3cccnc23)c1 | 16.7 | 5.6
C/C(CC(=O)Nc1ccc2ccccc2c1)=N\NC(=O)c1cnccn1 | 21.9 | -1.2
CCOC(=O)C1=C(C)N(c2ccc(OCC)cc2)C(=O)/C1=C\c1ccco1 | 13.5 | 0.1
C=CCNC(=O)c1ccccc1NC(=O)c1ccc(Cl)c(S(=O)(=O)Nc2cccc(C)c2C)c1 | 31.0 | -0.2
COc1ccc(Cl)cc1-n1c(=S)sc2c(=O)[nH]c(SCC(=O)NCC3CCCO3)nc21 (configuration not stated) | 5.5 | -0.7
CC(=O)Nc1ccc(NC(=O)Nc2ccccc2C)cc1 | -1.4 | -0.1
Cc1ccc(S(=O)(=O)NCc2ccccn2)c(C)c1C | 20.5 | -0.7
CCN(CC)C(=O)[C@H]1C[C@H](CC(=O)NCc2cccc(C(F)(F)F)c2)C(=O)N2CCc3c([nH]c4ccc(Cl)cc34)[C@]12C | 5.6 | x
O=C(c1ccc2c(=O)n(-c3ccccc3)c(=S)[nH]c2c1)N1CCN(c2ccccc2)CC1 | 7.7 | -0.2
Cc1ccc(CCN2CC(C(=O)NCc3ccc4c(c3)OCO4)CC2=O)cc1 (configuration not stated) | 14.0 | -0.4
Cc1ccccc1S(=O)(=O)Cc1ccc(C(=O)NCCCN2CCCC2)o1 | 5.4 | -2.0
COC(=O)C1C(=O)C=C(Nc2ccc(F)cc2F)CC1c1ccc(OC)cc1 (configuration not stated) | 21.6 | -0.2
CC(C)COP(=O)(c1ccc(N(C)C)cc1)C(Nc1ccccc1)c1ccccc1 (configuration not stated) | 12.2 | -1.0
COc1ccccc1-c1nc(SCC(=O)N2CCC(C(N)=O)CC2)n[nH]1 | 3.3 | 0.2
COCCNC(=O)CN(C(=O)c1ccc(N2CCCC2)nc1)c1ccccc1 | 24.3 | 1.6
CCn1ncc(Br)c1C(=O)Nc1ccccc1C(F)(F)F | 8.1 | -1.2
Cc1cc(C(=O)NC(CC(C)C)C(=O)O)cc(C)c1[N+](=O)[O-] (configuration not stated) | -5.5 | 0.6
Clc1cc2cccnc2c2ncccc12 | 1.0 | -0.5
COc1cccc(CNC(=S)Nc2cc(OC)ccc2OC)c1 | 33.7 | -0.4
CCOc1cc(CNn2cn[nH]c2=S)cc(Cl)c1OCc1ccccc1F | 29.7 | -1.2
CCc1cc(=O)oc2cc(C)cc(OC(C)C(=O)NCCCn3ccnc3)c12 (configuration not stated) | 12.9 | -0.4
CC(=O)c1c(C(C)=O)c(C)n(-c2ccc3ncccc3c2)c1C | 4.1 | 0.4
COc1ccc(-c2nnc(SCC(=O)Nc3cc(C)on3)o2)cc1 | 22.4 | -0.5
COc1ccc(OCC(O)CN(CCO)CC(O)Cn2ccc3ccccc32)cc1 (configuration not stated) | 7.3 | -0.8
COC(=O)CSc1nc(N)c2c3c(sc2n1)CCCC3 | 34.2 | 0.7
CNC(=O)c1ccccc1S(=O)c1ccccc1COC(C)=O (configuration not stated) | 1.7 | -2.2
Cc1ccc(NC(=S)NCc2ccccc2)cc1C | 6.2 | 1.1
COc1ccccc1N1CCN(C(=O)CSc2nc3ccccc3o2)CC1 | 21.9 | -0.6
Cc1cc(C)c(S(=O)(=O)N2CCOCC2)c(C)c1N(C)S(=O)(=O)c1ccccc1 | 29.0 | 0.2
COC(=O)C1=C(C)NC(=O)CC1c1ccc(F)c(Br)c1 (configuration not stated) | 10.0 | -0.2
CSc1nnc(-c2ccccc2N=Cc2c(C)[nH]n(-c3ccc4ccccc4c3)c2=O)c(=O)[nH]1 | 48.7 | -2.9
CCN(Cc1cccs1)C(=O)CN1C(=O)NC2(CCCc3ccccc32)C1=O (configuration not stated) | 8.5 | 0.6
COc1ccc(C2SCC(=O)N2c2c(C)n(C)n(-c3ccccc3)c2=O)cc1OC (configuration not stated) | 11.0 | -2.7
COc1cc(/C=N/NC(=O)CC23CC4CC(CC(C4)C2)C3)cc(Br)c1OCC(=O)N(C)C | 10.1 | 0.4
CCOc1ccc(S(=O)(=O)NCc2ccc3c(c2)OCO3)cc1 | 11.3 | -1.5
O=C(CSc1nncs1)Nc1ccc(N2CCCCC2)cc1 | -2.8 | 1.1
COc1ccc(-c2nnc(S/C(=C/c3ccc(Cl)cc3)C(=O)O)o2)cc1 | 16.8 | 1.2
Cc1cccc(-c2nnc(SCC(=O)C(C)(C)C)n2C)c1 | 6.7 | -0.8
Cc1ccc(CN2C(=O)CCC2C(=O)N2CCN(c3ccccc3)CC2)cc1 (configuration not stated) | 12.2 | 3.8
Cc1ccc(C(=O)O)cc1NCc1ccncc1 | 8.3 | -0.3
CC1CCN(CCCNC(=O)c2n[nH]c(=O)c3ccccc23)CC1 | 16.1 | -2.3
CCCCSc1nc2c(c(C(F)(F)F)c1C#N)CCC2 | 6.1 | -0.8
Cc1cc(C)n(C(=O)c2sc3cc(F)ccc3c2Cl)n1 | 6.7 | -0.8

Record cards (already shown). Order of screens: OX1R antag, STK33 kinase inh
CSc1nnc(-c2ccccc2N=Cc2c(C)[nH]n(-c3ccc4ccccc4c3)c2=O)c(=O)[nH]1 as listed: 48.7, -2.9
O=C(CSc1nncs1)Nc1ccc(N2CCCCC2)cc1 as listed: -2.8, 1.1
CC1CCN(CCCNC(=O)c2n[nH]c(=O)c3ccccc23)CC1 as listed: 16.1, -2.3
Cc1cccc(-c2nnc(SCC(=O)C(C)(C)C)n2C)c1 as listed: 6.7, -0.8

Individual results from above.
O=C(CSc1nncs1)Nc1ccc(N2CCCCC2)cc1 in STK33 kinase inh shows 1.1
COc1ccc(-c2nnc(S/C(=C/c3ccc(Cl)cc3)C(=O)O)o2)cc1 in OX1R antag shows 16.8
Cc1cc(C)c(S(=O)(=O)N2CCOCC2)c(C)c1N(C)S(=O)(=O)c1ccccc1 in OX1R antag shows 29.0
Cc1ccc(C(=O)O)cc1NCc1ccncc1 in OX1R antag shows 8.3
COc1ccc(C2SCC(=O)N2c2c(C)n(C)n(-c3ccccc3)c2=O)cc1OC (configuration not stated) in STK33 kinase inh shows -2.7
COc1cc(/C=N/NC(=O)CC23CC4CC(CC(C4)C2)C3)cc(Br)c1OCC(=O)N(C)C in OX1R antag shows 10.1

The listing continues.
SMILES | OX1R antag | STK33 kinase inh
Cc1coc2c1c(C)cc1oc(=O)c(CC(=O)NCCC(=O)O)c(C)c12 | -8.0 | -2.1
Cc1cc(C(=O)OCC(=O)Nc2nc(-c3ccccc3)cs2)c(C)o1 | 65.8* | 0.0
Cc1csc(NC(=O)c2cccn2C)n1 | 10.0 | 2.6
CCCCn1c(CN2CCN(C(=O)OCC)CC2)nc2c1c(=O)[nH]c(=O)n2C | 12.0 | 0.6
CCN(CC)C(=O)Nc1cnc2ccccc2c1 | 3.3 | -0.3
CC(=O)OCCn1c(C)[n+](CCOC(C)=O)c2cc(Cl)c(Cl)cc21 | 12.1 | -0.1
COc1ccc(S(=O)(=O)/C(C#N)=C/Nc2ccc(NC(C)=O)cc2)cc1 | x | -0.4
Cc1ccc(S(=O)(=O)N2CCOC2C(Cl)(Cl)Cl)cc1 (configuration not stated) | 16.8 | -1.7
CC(C)(C)NC(=O)CSCc1ccc(Br)cc1 | 16.8 | -1.7
CCN1CCN(C(=O)c2nn(C)c3c2CS(=O)(=O)c2ccccc2-3)CC1 | 19.1 | -1.0
CCOCCCn1c(=NC(C)=O)c(C#N)cc2c(=O)n3ccccc3nc21 | 40.2* | 0.2
Cc1ccc(S(=O)(=O)N2CCOC23CCN(C(=O)c2ccccc2Br)CC3)cc1 | 4.3 | -0.2
Cc1ccc(CSc2nc3ccccc3c(=O)n2C)cc1 | 5.8 | -0.2
CCN(C(=O)CSc1nc(C)cc(=O)[nH]1)C1CCCCC1 | -1.8 | -1.3
COC(=O)c1cnn2c(C(F)(F)F)cc(-c3ccco3)nc12 | 20.1 | 0.2
COc1ccc(C(C(=O)NC2CCCCC2)N(C(=O)Cc2c[nH]c3ccccc23)c2ccccc2)cc1OC (configuration not stated) | 10.7 | -1.1
Cc1cc(NC(=O)C(=O)c2c(C)[nH]c3ccccc23)no1 | 7.0 | -0.1
C/C(=C\C(=O)c1ccc(C)cc1)NCc1ccc(F)cc1 | 13.8 | -0.2
CCOC(=O)C1C(=O)C=C(c2ccc(NS(C)(=O)=O)cc2)CC1c1ccco1 (configuration not stated) | 11.4 | -1.3
COc1ccc(C2=NOC(C(=O)N3CCN(C(=O)c4ccco4)CC3)C2)cc1OC (configuration not stated) | 17.8 | -0.1
CC1(C)CC2CC(C)(CN2C(=O)COC(=O)c2n[nH]c(=O)c3ccccc23)C1 (configuration not stated) | 45.9 | -0.8
Cc1cc(C)n(-c2ccc(C(=O)Nc3cc(C(F)(F)F)ccc3N3CCOCC3)cc2)n1 | 4.3 | -3.5
CC1CCN(C(=O)Cn2ncc3c([nH]c4ccccc43)c2=O)CC1 | 2.1 | -1.0
C[C@]1(OC(=O)/C=C/c2ccccc2)C[C@@H](O)[C@]2(O)C=CO[C@@H](O[C@@H]3O[C@H](CO)[C@@H](O)[C@H](O)[C@H]3O)[C@@H]21 | 11.6 | -1.7
Cn1cc(C(=O)c2ccc(F)cc2)cc1-c1nc2ccccc2n1C | 13.8 | -2.0
O=C(O)c1cc2nc3c(c(C(F)(F)F)n2n1)CCc1ccccc1-3 | 66.0 | -0.5
COC(=O)CCCNC(=O)c1ccc2oc(CCCc3ccccc3)nc2c1 | 39.1 | -0.5
COc1ccc(N2CCN(C(=O)CSc3nnc(NC(=O)C4CCC4)s3)CC2)cc1 | 1.9 | 0.5
Cc1c(O)ccc(-c2[nH]ncc2-c2nc3ccccc3s2)c1O | 26.3 | 2.7
COc1ccccc1NC(=O)C(=O)NCC1CCCN1S(=O)(=O)c1cccs1 (configuration not stated) | 50.8 | -1.1

3 entries from above, ordered by the value under OX1R antag, low to high:
SMILES | OX1R antag | STK33 kinase inh
Cc1ccc(S(=O)(=O)N2CCOC23CCN(C(=O)c2ccccc2Br)CC3)cc1 | 4.3 | -0.2
Cc1cc(C)n(C(=O)c2sc3cc(F)ccc3c2Cl)n1 | 6.7 | -0.8
CC(=O)OCCn1c(C)[n+](CCOC(C)=O)c2cc(Cl)c(Cl)cc21 | 12.1 | -0.1

The list goes on.
SMILES | OX1R antag | STK33 kinase inh
CCN(CC)C(=O)C(=O)c1cn(CC(=O)N2CCc3ccccc3C2)c2ccccc12 | 16.4 | 0.5
O=C(N1CCOCC1)N1CCN(c2ccc(F)cc2)CC1 | 13.7 | -0.4
O=C(Nc1ccccc1)c1cc2ccccc2[nH]1 | 14.3 | 0.8
CC(NCc1cccn1C)c1ccccc1 (configuration not stated) | 18.1 | 2.3
CC(NC(=O)c1cccc(F)c1)C(c1cccs1)N1CCN(C)CC1 (configuration not stated) | 10.9 | -1.3
CCOC(=O)C(C)n1cnc2c(nnn2-c2ccc(OC)cc2)c1=O (configuration not stated) | 1.1 | -2.3
CCOC(=O)N1CCN(Cc2nc(N)nc(Nc3ccccc3C)n2)CC1 | 8.2 | -2.1
Nc1nc(SCC(=O)N2CCCCC2)[nH]c(=O)c1NC(=O)c1cccs1 | 18.7 | -0.9
CCOc1cc(CNS(=O)(=O)c2cn(C)cn2)cc(OCC)c1OCC | 1.4 | 5.2
CC(C)NC(=O)NCCCCCCS(C)=O (configuration not stated) | 5.8 | 0.4
Cc1ccc(-c2ccc(/C=C/C(=O)c3ccccc3)o2)cc1 | 8.8 | -0.9
Cc1ccc(N/C(=N/S(=O)(=O)c2cccs2)c2ccccc2)c(C)c1 | 23.6 | -0.5
CCOC(=O)C1(Cc2cccc(OC)c2)CCN(Cc2ccc3c(c2)OCCO3)CC1 | 25.8 | -0.1
O=C(Nc1ccc(F)cc1)c1ccc2[nH]c(=O)c(=O)[nH]c2c1 | 7.0 | 0.4
CCn1c(SCC(=O)NCC2CCCO2)nnc1-c1c[nH]c2ccccc12 (configuration not stated) | -6.6 | -0.7
Cc1ccc(NC(=O)C2CCN(S(C)(=O)=O)CC2)cc1 | 6.7 | -1.1
CSc1ccc(CN(C)CC(=O)Nc2ccccc2C(=O)NC2CC2)cc1 | 17.7 | -1.8
Clc1ccc2nnnc(-c3ccccc3)c2c1 | 30.0 | 0.9
CN(Cc1ccccc1)S(=O)(=O)c1ccc(NC(=O)C2CCCO2)cc1 (configuration not stated) | 5.7 | -0.2
CCCCc1cc(=O)oc2cc(OCc3cc(OC)c(OC)c(OC)c3)c(Cl)cc12 | 17.4 | -0.5
Cc1cc(C)n(-c2ccccc2C#N)n1 | 0.2 | -2.5
Cc1ccc(CN(C)C(=O)c2cccc(S(=O)(=O)N3CCN(Cc4ccccc4)CC3)c2)o1 | 16.3 | -1.7
COc1ccc([N+](=O)[O-])cc1N1C(=O)c2cccc3cccc(c23)C1=O | 20.1 | -2.1
COC(=O)c1ccc(OCC(O)CNC2CCCC2)cc1 (configuration not stated) | 11.5 | -1.1
COC(=O)c1nn(-c2ccccc2)ccc1=O | 4.2 | -0.2
CC(NC(=O)/C=C/c1ccco1)c1nc2ccccc2n1Cc1c(Cl)cccc1Cl (configuration not stated) | 14.0 | -2.5
CCN(CC)C(=O)C1CCN(S(=O)(=O)c2ccc3oc4ccccc4c3c2)CC1 | 11.1 | -0.3
O=c1ccc(-c2nc3ccccc3n2Cc2ccc(Cl)cc2)c[nH]1 | 10.8 | -1.1
COc1ccc(OCc2cc(C(=O)N3CCC(c4ccccc4)CC3)no2)c(Cl)c1 | 24.9 | -1.0
COCCn1c(SCC(=O)Nc2ccccc2OC)nc2c([nH]c3ccccc32)c1=O | 12.4 | -1.3
CN(CCC1CCOCC1)C(=O)c1cc(COc2c(F)cccc2F)on1 | 17.6 | 0.1
CNC(=O)c1cc2c(=O)n3cc(C)ccc3nc2n(C(C)C)c1=N | 144.9* | 0.4
COc1ccc(C(=O)OCC(=O)NC2CCCCCCC2)cc1OC | 1.7 | 0.1
CCCn1nc(NC(=O)C(C)(C)C)c2cc3cc(OC)ccc3nc21 | -3.6 | 1.0

From PubChem BioAssay
